Screening data (PubChem BioAssay)
influenza NS1A: H1N1 influenza NS1A inhibitors, functional cell based assay (AID 504329). NS1A functional cell-based assay, percent inhibition; higher % means a stronger effect. inhibition, % at 12.5 µM, or IC50 in µM where a hit was titrated. 0.3% of 340,000 active; in the data active = a potency from the dose series; inconclusive = inhibition above about 27% without an active follow-up result; also: strong numbers were not always called active
VEEV TC-83 Vero: inhibitors of VEEV TC-83 cytopathic effect, confirmation, Vero cells (AID 588727); one-dose inhibition, % at 20 µM; IC50 in µM for titrated hits; Vero cells, VEEV TC-83 cytopathic effect inhibition; higher % means a stronger effect; 0.13% of 350,000 active; in the data active = a potency from the dose series; inconclusive = inhibition mostly from about 14% at the one dose, without a potency; inactive = the rest, 99 in 100 with inhibition below about 12%; also: strong numbers were not always called active
Salmonella PhoP GFP: Inhibition of PhoP regulon, Salmonella typhi GFP reporter cells, confirmation, 4 h (AID 1850); Salmonella Typhi PhoP-promoter GFP reporter, fluorescence, 4 h; higher % means a stronger effect; inhibition, % at 50 µM, or IC50 in µM where a hit was titrated; 0.33% of 310,000 active; in the data active = a potency from the dose series; inconclusive = inhibition mostly from about 25% at the one dose, without a potency; inactive = the rest, 99 in 100 with inhibition below about 19%;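 also: 0% = induced wells with vehicle and 100% = uninduced wells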
M. tuberculosis HTS: M. tuberculosis growth inhibition, HTS (AID 449762); M. tuberculosis H37Rv growth inhibition, 7H9 media; higher % means a stronger effect; one-dose inhibition, % at 25 µM; IC50 in µM for titrated hits; 0.59% of 330,000 active; in the data active = a potency from the dose series; inconclusive = inhibition above about 70% without an active follow-up result;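 also: bacterial growth assessed after seven days of incubation; strong numbers were not always called active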
M. tuberculosis: growth inhibition of non-replicating M. tuberculosis (AID 488890); Mycobacterium tuberculosis non-replicating, growth inhibition; higher % means a stronger effect; inhibition, % at 25 µM, or IC50 in µM where a hit was titrated; 0.39% of 320,000 active; in the data active = a potency from the dose series; inconclusive = inhibition mostly from about 82% at the one dose, without a potency; inactive = the rest, 99 in 100 with inhibition below about 76%;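 also: plate controls were DMSO cells for no effect and high antibiotic wells for full effect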
VEEV TC-83 Vero 10K pilot screen: second read-out of VEEV TC-83 Vero, no call of its own (marks repeat the call); inhibition, %; measured here: 10K pilot screen inhibition
Active calls of the source: *; i = inactive; u = inconclusive; x = not tested or not shown.

SMILES	influenza NS1A	VEEV TC-83 Vero	Salmonella PhoP GFP	M. tuberculosis HTS	M. tuberculosis	others
Cc1ccc(O)c(Sc2cc(C)ccc2O)c1	-10.1%	4.6%	2.4%	4.1%	-3.9%
O=C(CCCCC(=O)Nc1ccc(F)cc1)Nc1ccc(F)cc1	-8.9%	1.2%	-5.2%	1.2%	7.1%
CCC(=O)c1c(NC)cc(C)oc1=O	6.7%	i	-0.8%	-5.5%	-3.7%
COc1ccc(/C=C2\CN(Cc3ccccc3)C/C(=C\c3ccc(OC)c(O)c3)C2=O)cc1O	6.2%	23.2µM*	2.0%	-3.2%	29.3%
CCOC(=O)N1CCN(Cc2nc(N)nc(Nc3ccc(C)cc3C)n2)CC1	-4.5%	0.8%	-6.6%	3.8%	27.6%
CC(C)CCNC(=O)C1CCCCN1S(=O)(=O)c1ccc(F)cc1 (stereo unspecified)	2.2%	0.5%	-9.1%	4.3%	8.6%
CCN(CC(=O)NCc1cccs1)C(=O)/C=C/c1ccc(OC)cc1OC	-0.7%	0.9%	3.2%	-1.1%	6.1%
COc1ccccc1/C=N/Nc1cc(C)nc2ccc(C)cc12	-17.6%	i	-3.5%	-11.1%	-9.7%
CC1(NS(=O)(=O)c2ccc(Cl)s2)CCS(=O)(=O)C1 (stereo unspecified)	0.0%	91.5%	x	-4.6%	6.4%
COC(=O)CN1C(=O)[C@H]2[C@@H](c3ccc(C)o3)N3C(=O)CN(CCO)C(=O)[C@@]3(C)[C@H]2C1=O	-7.2%	0.7%	4.8%	-10.6%	-21.9%	VEEV TC-83 Vero 10K pilot screen=1.1
COCCNC(=O)C(c1ccc(C)cc1)N(C(=O)CCC(=O)Nc1ccccn1)c1ccccc1C (stereo unspecified)	-5.7%	i	1.4%	-5.5%	-24.0%
CCc1nnc(/N=C/c2c(O)n(-c3ccc(Cl)cn3)c(=O)c3ccccc23)s1	11.2%	0.7%	3.8%	11.3%	18.9%
COCCN(Cc1cc2cccc(C)c2n2nnnc12)C(=O)C(F)(F)F	-4.6%	1.3%	8.7%	2.6%	14.6%
COC(=O)CCC(=O)OC1(C)C(=O)C=C2C=C(C3CC3)N(CC3CC3)C=C2C1=O (stereo unspecified)	-22.5%	8.7%	1.7%	2.8%	5.3%
COCCNC(=O)COC(=O)c1[nH]c(C)c(C(C)=O)c1C	-0.9%	6.6%	8.4%	1.3%	-5.5%
Clc1ccc(Nc2nc(-c3cccs3)cs2)nc1	5.5%	i	-10.3%	u	52.6%
CCn1cc(C(=O)NCCCOC)c(=O)c2cc(S(=O)(=O)N(C)C3CCCCC3)ccc21	-2.2%	7.1%	-17.0%	-13.5%	21.4%
CCc1ccc(OCC(=O)N/N=C(\C)c2ccc(O)cc2O)cc1	2.8%	0.6%	3.8%	-1.6%	x
COc1ccc(-c2nc(CS(=O)CC(=O)NCCCN3CCCC3)c(C)o2)cc1OC (stereo unspecified)	-18.1%	i	1.8%	-11.1%	20.0%
Cc1cc(NS(=O)(=O)c2ccc(NC(=O)c3ccccc3C)cc2)no1	-2.0%	1.3%	6.6%	-1.5%	-3.8%
O=C(Cn1nc(C(F)(F)F)c2c1CCC2)N1CCN(c2ccccc2)CC1	-6.5%	2.9%	22.1%	-0.4%	-7.3%
CC1(C)CC(=O)C2=C(C1)c1c(ccc3ccccc13)NC2c1ccc(Br)o1 (stereo unspecified)	4.0%	3.6%	3.9%	55.4%	8.9%
O=C(COC(=O)c1cccc(O)c1)Nc1ccc(Cl)cc1C(=O)c1ccccc1	-7.8%	0.6%	-6.8%	44.9%	57.9%
OCCN(CC(O)Cn1ccc2ccccc21)CC(O)Cn1ccc2ccccc21 (stereo unspecified)	4.0%	i	-0.8%	-12.1%	54.8%

Of the compounds above, these have two or more sulfur atoms:
SMILES	influenza NS1A	VEEV TC-83 Vero	Salmonella PhoP GFP	M. tuberculosis HTS	M. tuberculosis	others
CC1(NS(=O)(=O)c2ccc(Cl)s2)CCS(=O)(=O)C1 (stereo unspecified)	0.0%	91.5%	x	-4.6%	6.4%
Clc1ccc(Nc2nc(-c3cccs3)cs2)nc1	5.5%	i	-10.3%	u	52.6%

Fetched by structure from above:
SMILES	influenza NS1A	VEEV TC-83 Vero	Salmonella PhoP GFP	M. tuberculosis HTS	M. tuberculosis	others
COC(=O)CN1C(=O)[C@H]2[C@@H](c3ccc(C)o3)N3C(=O)CN(CCO)C(=O)[C@@]3(C)[C@H]2C1=O	-7.2%	0.7%	4.8%	-10.6%	-21.9%	VEEV TC-83 Vero 10K pilot screen=1.1
COc1ccccc1/C=N/Nc1cc(C)nc2ccc(C)cc12	-17.6%	i	-3.5%	-11.1%	-9.7%
CCOC(=O)N1CCN(Cc2nc(N)nc(Nc3ccc(C)cc3C)n2)CC1	-4.5%	0.8%	-6.6%	3.8%	27.6%
COCCN(Cc1cc2cccc(C)c2n2nnnc12)C(=O)C(F)(F)F	-4.6%	1.3%	8.7%	2.6%	14.6%

(cont.)
SMILES	influenza NS1A	VEEV TC-83 Vero	Salmonella PhoP GFP	M. tuberculosis HTS	M. tuberculosis	others
COc1ccc(CCNC(=O)c2ccc(Cl)cc2Cl)cc1OC	-5.5%	2.5%	-0.3%	0.3%	7.6%
N#Cc1c(C(F)(F)F)cc(-c2ccco2)nc1SCc1ccncc1	-14.3%	4.8%	-0.7%	13.1%	6.0%
Cc1ccc(/C(O)=C2\C(=O)C(=O)N(CC(C)O)C2c2cccc(F)c2)cc1 (stereo unspecified)	-4.6%	1.4%	-5.9%	-3.8%	5.7%
O=C(NCc1ccco1)/C(=C\C=C\c1ccccc1)NC(=O)c1ccco1	-3.7%	0.3%	7.8%	-10.1%	9.3%
CN(C)CCNc1ccc(-c2n[nH]c(=O)c3ccccc23)cc1[N+](=O)[O-]	4.6%	1.1%	x	x	x
CNC(=O)C(=O)NCC1OCCCN1S(=O)(=O)c1cccs1 (stereo unspecified)	-1.4%	1.6%	0.2%	-1.6%	-2.8%
Cc1ccc(-n2c(SCC(=O)N3CC(=O)Nc4ccccc43)nc3ccccc3c2=O)cc1	-0.7%	11.7%	-12.3%	-22.6%	55.6%
Clc1ccccc1Nc1ncnc(-n2cccc2)n1	-5.5%	2.0%	-7.9%	6.5%	28.6%
CN1CCN(C(=O)c2ccccc2-c2ccccc2C(=O)O)CC1	17.1%	1.4%	-2.6%	-2.9%	-0.2%
CC(OC(=O)Cn1[nH]c(=O)c2ccccc2c1=O)C(=O)Nc1ccc(F)cc1Cl (stereo unspecified)	-3.3%	0.8%	4.7%	-4.0%	1.7%
O=C(c1ccc(Oc2ccc(Cl)cc2)c([N+](=O)[O-])c1)N1CCCC1	-6.7%	0.1%	1.7%	-3.9%	8.8%
COc1cc(/C=C/C(=O)OCC(=O)NCCC2=CCCCC2)cc(OC)c1OC	-13.8%	2.0%	x	2.0%	25.9%
Nc1nc(CSCCO)nc(Nc2ccc(F)cc2)n1	-4.6%	6.0%	-10.8%	3.0%	9.7%
O=C1NC(NS(=O)(=O)c2ccccc2)(C(F)(F)F)C(=O)N1CCc1ccccc1 (stereo unspecified)	-21.7%	2.2%	10.0%	4.7%	-4.6%
COc1ccc(N2CCN(C(=O)C3CCCN(S(=O)(=O)c4c(C)noc4C)C3)CC2)cc1 (stereo unspecified)	6.7%	0.2%	-1.8%	-1.4%	38.1%
Cc1ccc(C)c(S(=O)(=O)N2CCN(C(=O)CSc3ccccc3)CC2)c1	-1.6%	6.3%	-6.4%	6.1%	3.8%
COc1ccc(-c2nc3n(c2C)Cc2ccccc2-3)cc1	13.6%	7.5%	6.5%	-0.7%	26.1%
CCC(C)NC(=O)CSc1nc2ccccc2c(=O)n1CCCC(=O)NCC1CCCO1 (stereo unspecified)	6.6%	0.5%	1.8%	-7.1%	3.5%
Cc1cc(C)c2nc(SCC(=O)NNC(=O)c3ccco3)c(C)cc2c1	-0.9%	0.3%	-8.6%	-4.8%	3.0%
CC(C)(C)c1ccc(OCCC(=O)NNC(=O)c2ccncc2)cc1	-8.8%	1.2%	-9.4%	u	71.1%
CCCCc1nc2cc(C(=O)N3CCCCC3C(=O)OC)ccc2o1 (stereo unspecified)	-11.1%	1.0%	1.7%	0.9%	13.9%
COc1ccc(SCCN2CC[C@@H](O)CCC2=O)cc1	-0.8%	0.1%	x	-1.5%	-19.7%
OCC1(CCCc2ccccc2)CCN(Cc2ccc(F)cc2)CC1	-0.7%	1.2%	-2.8%	-8.4%	5.7%
COc1ccc(CCN2CC(C(=O)OCC(=O)Nc3c(C)nn(-c4ccccc4)c3C)CC2=O)cc1OC (stereo unspecified)	-4.4%	2.3%	3.2%	-6.4%	-1.8%
CC1(C)Cc2cccc(OCC(=O)Nc3ccccc3N3CCOCC3)c2O1	5.6%	6.3%	-6.4%	-4.0%	13.5%
C/C(Cl)=C\Cn1c(Nc2ccccc2)nc2c1c(=O)n(C)c(=O)n2C	17.1%	2.4%	2.6%	-5.1%	4.5%
COc1ccc(N2CCN(C(=O)Cn3nnc(-c4ccc(N(C)C)cc4)n3)CC2)cc1	x	x	3.0%	-4.6%	-12.7%
Cc1ccc(N2C(=O)c3n[nH]c(C)c3C2c2cccnc2)cc1 (stereo unspecified)	-8.0%	1.6%	-1.0%	-2.7%	9.1%
CC(=O)Nc1ccc(C(=O)N/C(=C/c2ccccc2)C(=O)N2CCCCC2)cc1	-5.4%	4.8%	4.1%	-3.6%	-10.9%
NS(=O)(=O)c1ccc(CNC(=O)c2cc(S(=O)(=O)N3CCOCC3)c(Cl)cc2Cl)cc1	-3.9%	3.6%	x	x	x
CCCCN(Cc1cc2cccc(C)c2[nH]c1=O)S(C)(=O)=O	8.6%	4.9%	-14.8%	-3.9%	-1.7%
CCOC(=O)C1CCN(C(=O)NC23CC4CC(CC(C4)C2)C3)CC1	1.1%	i	-0.4%	-3.5%	6.1%
CCOC(=O)CSc1nnc(SCCN2C(=O)c3ccccc3C2=O)s1	0.9%	0.3%	0.0%	4.3µM*	u
O=C(Nc1nnc(CC2=CCCCC2)s1)Nc1ccccc1F	x	x	4.8%	-8.2%	-17.0%
COc1ccc(NC(=O)/C(C#N)=C/c2ccc(Br)o2)cc1	24.6%	1.7%	-5.5%	-0.7%	22.3%
COC(=O)c1c(NC(=O)CSc2nc(-c3ccco3)cc(C(F)(F)F)n2)sc2c1CCCC2	-1.2%	i	-1.1%	4.6%	-2.3%
Cc1cc(-c2nnc3sc(-c4ccc(Cl)cc4Cl)nn23)n[nH]1	0.0%	0.6%	-0.9%	9.3%	-4.6%
COc1cc(C(=S)N2CCOCC2)ccc1OC(=O)c1cc(OC)c(OC)c(OC)c1	2.0%	0.2%	-12.8%	15.8%	-5.6%
COCc1nnc(SCC(=O)NC(C)c2ccccc2)n1-c1ccccc1 (stereo unspecified)	5.1%	i	-9.8%	-11.6%	-14.2%
CCOc1ccc(S(=O)(=O)N(C)CC(=O)N2CCCC2)cc1	5.1%	i	-0.6%	-0.5%	-10.0%
Nc1cc(S(=O)(=O)c2ccc(O)c(N)c2)ccc1O	12.5%	i	4.4%	-4.9%	7.1%
CCC(=O)c1ccc(OCC(=O)Nc2cc(S(=O)(=O)N3CCCCC3)ccc2OC)cc1	-11.8%	5.7%	-1.3%	-3.7%	20.1%
O=C(N/N=C\c1cc2c(cc1[N+](=O)[O-])OCO2)c1cccs1	-1.4%	3.4%	-7.6%	-15.6%	x
COc1ccc(Cn2c(=O)[nH]c3cc(C(=O)NCCCN4CCCCCC4)ccc3c2=O)cc1	11.6%	i	5.7%	7.5%	32.6%
COC(=O)c1ccc(NC(=S)NN2CCCCC2c2cccnc2)cc1 (stereo unspecified)	9.8%	4.8%	12.2%	2.4%	29.0%
CC(C)(C)OC(=O)C[C@H]1C/C=C\C[C@@H](CC(=O)N(CCO)Cc2ccccc2)C(=O)N[C@H](C(C)(C)C)COC1=O	-5.6%	1.3%	x	-2.1%	22.4%
Cc1oc(-c2cccs2)nc1CNC[C@H]1O[C@@H](n2cnc(C(N)=O)n2)[C@H](O)[C@@H]1O	3.3%	i	x	x	x
Cc1nn(C)c(C(=O)Nc2ccc(Br)cc2F)c1Br	5.7%	0.9%	-3.1%	9.1%	-20.1%
CC(C)n1cnc2cc(NCc3nc4ccccc4n3C)ccc21	3.9%	0.9%	0.9%	-0.7%	52.4%
O=C1C(=O)N(CCN2CCOCC2)C(c2ccc([N+](=O)[O-])cc2)/C1=C(/O)c1ccc2c(c1)OCO2 (stereo unspecified)	4.1%	1.0%	-4.1%	5.9%	4.0%
